Source: PubChem BioAssay
GalR3 antagonist = human GalR3 antagonism; HEK293 GalR3-CNG cAMP membrane potential fluorescence; galR3 body fused to GalR1 C-terminus; 0.44% of 360,000 active; AID 651719; inhibition, % at 3 µM;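 active = inhibition above the screen-wide average plus 3 SD, cut at about 13% in these data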;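 note: forskolin and galanin both at EC90 stimulate the cells; cAMP rise reported by CNG channel membrane potential dye signal; 0% = forskolin plus galanin with DMSO and 100% = forskolin alone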
Target sequence (O60755 1-299 limits assumed): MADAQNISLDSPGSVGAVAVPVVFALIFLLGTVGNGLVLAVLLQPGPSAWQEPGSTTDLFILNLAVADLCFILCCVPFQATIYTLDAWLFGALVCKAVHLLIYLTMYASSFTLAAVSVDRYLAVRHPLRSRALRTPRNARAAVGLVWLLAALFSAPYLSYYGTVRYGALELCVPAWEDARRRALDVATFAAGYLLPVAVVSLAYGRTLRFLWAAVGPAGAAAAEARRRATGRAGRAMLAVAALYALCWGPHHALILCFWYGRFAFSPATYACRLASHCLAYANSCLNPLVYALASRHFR
MEKK2wt PB1 HTS = raises or lowers MEK5 binding to wildtype human MEKK2 PB1 domain | binding response (% of control), % at 10 µM | 1.1% of 290,000 active | AID 1531 | bead flow cytometry, Alexa488-MEK5 binding to MEKK2 WT; actives lie on both sides | Q9Y2U5; in the data active = binding response below about 67% or above about 130%
NS3 helicase inh = HCV NS3 helicase inhibition; NS3 helicase DNA unwinding, Cy5 molecular beacon fluorescence; inhibition, % at 10.9 µM; 0.56% of 290,000 active; AID 1800;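 active = inhibition above the mean of all tested compounds plus 3 SD, set per campaign, cut at about 35% in these data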;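 note: 0% = DMSO wells and 100% = thioflavine S control wells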
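Compound dosing – single dose, 10.9 µM nominal final, DMSO 0.8% final · System – NS3 helicase fragment of HCV · Buffer or medium – MOPS pH 6.5, MgCl2, DTT, Tween20, BSA · Signal – Cy5 beacon fluorescence read at start and 1 h · Also added – annealed dual-labelled DNA beacon duplex, ATP-started · Schedule – 1 h at 25 °C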
FID counter = displaces DNA intercalator in HCV helicase counter-screen; DNA fluorescent intercalator displacement, fluorescence; inhibition, % at 7.9 µM; 0.17% of 290,000 active; AID 1845; in the data active = inhibition above about 37%;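 note: 0% = vehicle and 100% = reference compound; higher means more ethidium bromide displaced from hairpin DNA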
CRFR2-BP ag = agonists of human CRF-binding protein/CRF-R2 receptor complex | HEK293 CRF-R2/CRF-BP, calcium dye fluorescence (FLIPR); percent of saturating CRF peptide response | activation, % at 13.2 µM | 0.46% of 350,000 active | AID 588473;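 active = activation of at least 50%, plus an integration ratio under a set limit after plate pattern correction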;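 note: plate controls were neutral control wells without compound for no effect and CRF at EC100 for full effect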
CRFBP-R2 block = blocks CRF-induced signaling of the CRF-BP/CRF-R2 complex | HEK293 CRF-R2/CRF-BP, CRF-induced calcium fluorescence | inhibition, % at 11.8 µM | 0.59% of 350,000 active | AID 588475;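 active = inhibition of the ligand-induced calcium signal above about 50% at the single tested concentration, limit read from the data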
SUMO HTRF inh = inhibitors of human SUMOylation (UBC9). P63279. HTRF SUMOylation assay, SAE1/SAE2 + UBC9, in vitro. inhibition, % at 35 µM. 0.36% of 290,000 active; in the data active = inhibition above about 50%, passing the limit was not always enough; note: strong numbers were not always called active
MEKK2mut PB1 HTS = signal of MEK5 binding to mutant human MEKK2 PB1 domain. bead flow cytometry, Alexa488-MEK5 binding to MEKK2 mutant. percent response, % at 10 µM. 0.35% of 290,000 active; in the data active = percent response above about 24%, passing the limit was not always enough; note: inactives centre near 1; some results filed as inactive read as strong as hits
MEKK3 PB1 HTS = raises or lowers MEK5 binding to the human MEKK3 PB1 domain. bead-based flow cytometry, Alexa488-MEK5 binding to MEKK3; actives lie on both sides; 0 = blocked by unlabeled MEK5, 100 = vehicle. Q99759. 1.4% of 290,000 active. binding response (% of control), % at 10 µM;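 active = binding response more than 3 SD above or below the average of its plate-row segment, actives on both sides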;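 note: Alexa488 bead fluorescence after subtracting the streptavidin-only scavenger bead signal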
Target sequence (Q99759 whole entry, looked up, the tested form may be a part): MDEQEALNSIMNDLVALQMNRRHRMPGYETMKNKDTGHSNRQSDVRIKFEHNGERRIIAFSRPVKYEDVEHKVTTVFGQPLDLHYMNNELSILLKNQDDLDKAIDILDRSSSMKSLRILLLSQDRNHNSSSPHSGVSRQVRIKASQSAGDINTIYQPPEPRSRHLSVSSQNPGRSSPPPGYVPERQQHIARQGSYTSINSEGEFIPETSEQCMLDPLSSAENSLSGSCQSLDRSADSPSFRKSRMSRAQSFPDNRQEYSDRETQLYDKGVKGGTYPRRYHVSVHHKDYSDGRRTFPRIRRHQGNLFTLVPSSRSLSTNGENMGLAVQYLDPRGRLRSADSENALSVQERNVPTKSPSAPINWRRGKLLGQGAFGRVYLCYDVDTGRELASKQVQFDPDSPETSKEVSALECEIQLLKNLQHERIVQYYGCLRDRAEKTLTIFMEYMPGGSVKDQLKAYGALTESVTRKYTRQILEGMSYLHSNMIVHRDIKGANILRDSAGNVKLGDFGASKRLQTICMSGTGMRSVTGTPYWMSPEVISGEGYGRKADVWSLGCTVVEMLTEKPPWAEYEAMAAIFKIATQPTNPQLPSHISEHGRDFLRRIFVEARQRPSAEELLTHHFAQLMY
Active calls of the source: *; . = no result given; [ ] = dose if it differs, or a comment. This is a subset (hit frequency here may not be typical).

SMILES,GalR3 antagonist,MEKK2wt PB1 HTS,NS3 helicase inh,FID counter,CRFR2-BP ag,CRFBP-R2 block,SUMO HTRF inh,MEKK2mut PB1 HTS,MEKK3 PB1 HTS
O=C(c1ccccc1)N1CCCC(C(=O)N2CCc3ccccc3C2)C1 (centres undefined),-6.2,95.0,2.4,-17.2,0.1,-19.8,21.2,-2.0,95.0
O=[N+]([O-])c1cc(S(=O)(=O)N2CCCCCC2)ccc1Cl,-11.9,108.0,6.8,-0.3,-2.5,21.7,15.8,3.0,102.0
CCOc1ncccc1C(=O)Nc1ccc(F)cc1,-1.6,100.0,7.8,-0.9,-4.7,22.7,7.6,1.0,102.0
COc1ccc2ccccc2c1/C=N/Nc1ccc(Cl)c(C(=O)O)c1,-8.2,98.0,1.3,-12.6,1.7,-3.1,1.4,3.0,96.0
Cc1noc(C)c1C(=O)OCC(=O)NC(=O)NC12CC3CC(CC(C3)C1)C2,0.9,97.0,0.2,-5.8,-0.2,11.6,20.2,0.0,99.0
N#CCSc1nc2c(c(=O)n1Cc1ccco1)C1(CCCC1)Cc1ccccc1-2,0.2,103.0,7.7,-10.9,3.7,-0.6,13.6,4.0,104.0
CCOC(=O)C1=C(CS(=O)(=O)c2ccc(Cl)cc2)NC(=O)NC1c1ccc(O)c(OC)c1 (centres undefined),-8.9,100.0,-6.7,-25.1,-0.9,-5.4,-9.2,1.0,103.0
CCN(CC)S(=O)(=O)c1ccc(N2CCOCC2)c(NC(=O)c2ccc(C#N)cc2)c1,11.5,97.0,-0.9,-21.5,-3.2,22.4,23.2,4.0,105.0
Cc1cc(C)n(CCNC(=O)c2ccco2)n1,-9.0,107.0,0.2,-1.5,-1.5,7.4,2.5,5.0,100.0
CCOc1ccccc1NC(=O)Cn1nnc(-c2ccc(OCC)c(OCC)c2)n1,-4.1,90.0,10.8,-5.7,3.0,2.5,-10.4,-3.0,90.0
O=C(Nc1ccc2c(c1)OCO2)N1CCN(c2ccc(F)cc2)CC1,-1.9,90.0,-3.0,-7.9,0.5,3.6,9.5,-4.0,93.0
CC(=O)Nc1ccc2c(CN3C(=O)NC(C)(c4ccc(C)cc4)C3=O)cc(=O)oc2c1 (centres undefined),-6.0,86.0,-11.9,-15.5,2.0,-26.3,9.1,-11.0,96.0
Cc1ccc(S(=O)(=O)N2CCC3(CC2)OCCO3)cc1,-2.2,110.0,1.5,-8.2,1.0,11.8,3.3,9.0,106.0
CCCCNC(=O)c1onc(CSc2ccccc2CC)c1C(=O)O,-0.8,100.0,33.9,-37.9,-0.1,2.5,-11.2,4.0,102.0
COc1ccc(NS(=O)(=O)c2ccc(C)cc2)c([N+](=O)[O-])c1,-3.4,104.0,13.9,-2.3,-8.5,30.1,2.5,2.0,106.0
NC(=O)C1CCN(C(=S)NCCc2ccccc2)CC1,10.7,103.0,-3.3,8.8,0.5,-12.8,11.1,4.0,107.0
O=C(N/N=C/c1ccc(-c2cccc(C(F)(F)F)c2)o1)c1ccccc1Br,-4.8,99.0,-0.2,-1.8,19.9,-33.9,-9.2,2.0,104.0
Oc1[nH]c2ccccc2c1C1=NCCCCC1,-3.9,95.0,5.1,-2.2,0.8,-61.7,7.0,-4.0,100.0
c1ccc(-n2ncc3c(NCc4ccco4)ncnc32)cc1,-3.6,99.0,-6.8,-3.3,-0.2,-7.2,13.2,-5.0,99.0
CCn1c2ccccc2c2cc(NC(=O)COC(=O)c3cc(S(=O)(=O)N4CCCCC4)ccc3Cl)ccc21,-1.3,106.0,-7.3,2.0,0.8,-6.2,-4.5,-1.0,106.0
COc1cccc2c(SCC(=O)N/N=C/c3ccc(O)cc3O)cc(C)nc12,2.9,99.0,-5.7,2.5,-1.8,19.3,.,2.0,101.0
CCOP(=O)(/C(C#N)=C(\C)O)c1ccccc1 (centres undefined),-5.2,91.0,-4.5,7.1,1.6,8.4,8.9,-9.0,96.0
COc1ccc(/C(C)=N/NC(=O)c2sccc2-n2cccc2)cc1,4.2,93.0,11.4,-0.8,-0.8,-11.3,17.8,-7.0,100.0
COc1ccccc1CNC(=O)CCCc1nnc2n(C)c(=O)c3sccc3n12,2.1,95.0,3.9,-30.1,1.8,-5.4,4.3,-8.0,96.0
CCOc1ccccc1N1CCN(C(=O)C(F)(F)F)CC1,.,104.0,-0.5,-0.7,1.8,-8.8,10.5,1.0,106.0
Cc1nc2ccccc2c2oc(C(=O)N3CCc4ccccc43)cc12,.,95.0,-19.4,-8.3,.,.,20.6,11.0,113.0
CCOc1cc(/C=C/C(=O)O)ccc1OCCOc1ccccc1,-10.5,101.0,12.0,-33.0,-0.7,2.4,-5.3,2.0,101.0
N#CCc1nn2c3c(cnc2c1C#N)C(=O)CCC3,1.4,100.0,27.4,-8.8,10.7,0.1,21.8,0.0,102.0
COc1ccc(Br)cc1/C(C)=N/NC1=NCCN1,85.4*,118.0,-7.8,12.3,8.5,-56.8,-0.4,22.0,109.0
Cc1ccc(N)c2c1OCCC2=O,3.2,100.0,4.3,-1.0,0.2,-20.1,-0.8,-2.0,101.0
CCC1CN(C(=O)N2CCC(C(=O)NCc3ccccc3OC)CC2)c2ccccc2O1 (centres undefined),-5.0,96.0,1.7,-65.1,-2.5,-25.1,-6.3,2.0,97.0
CCCCNC(=O)N1CCN(C(=O)C2CCCO2)CC1 (centres undefined),-6.0,104.0,-7.8,-0.4,-0.6,-15.2,17.3,0.0,104.0

Part of the list above in order of molar mass, rising.
SMILES,GalR3 antagonist,MEKK2wt PB1 HTS,NS3 helicase inh,FID counter,CRFR2-BP ag,CRFBP-R2 block,SUMO HTRF inh,MEKK2mut PB1 HTS,MEKK3 PB1 HTS
CCOc1ccccc1N1CCN(C(=O)C(F)(F)F)CC1,.,104.0,-0.5,-0.7,1.8,-8.8,10.5,1.0,106.0
COc1ccc(Br)cc1/C(C)=N/NC1=NCCN1,85.4*,118.0,-7.8,12.3,8.5,-56.8,-0.4,22.0,109.0
Cc1nc2ccccc2c2oc(C(=O)N3CCc4ccccc43)cc12,.,95.0,-19.4,-8.3,.,.,20.6,11.0,113.0

(further entries)
SMILES,GalR3 antagonist,MEKK2wt PB1 HTS,NS3 helicase inh,FID counter,CRFR2-BP ag,CRFBP-R2 block,SUMO HTRF inh,MEKK2mut PB1 HTS,MEKK3 PB1 HTS
CCc1ccc(C(=O)NC(CCSC)C(=O)OC)cc1 (centres undefined),-2.0,3.0*[inhibitor],5.1,-5.3,-0.5,-3.8,6.7,4.0,3.0*[inhibitor]
CC(NC(=O)C12CC3CC(CC(C3)C1)C2)C(=O)N/N=C/C1=C(N2CCOCC2)C(=C\c2ccccc2)/CC1 (centres undefined),-6.2,94.0,7.1,-16.2,-0.8,-36.6,10.8,-2.0,95.0
COc1ccc(N(C(=O)c2ccco2)C(C(=O)NC2CCCC2)c2cccs2)cc1OC (centres undefined),2.5,102.0,2.3,-22.5,3.2,27.8,5.6,1.0,96.0
CC(C)C(=O)Nc1cccc(-c2cn3ccsc3n2)c1,-2.4,107.0,0.0,-6.1,-0.8,-1.3,6.1,4.0,106.0
CCc1cc(-c2[nH]ncc2-c2nc3ccccc3n2C)c(O)cc1O,3.5,99.0,6.3,-15.2,-1.3,-23.4,4.4,-2.0,100.0
COc1cc(Br)c(CNc2cc(C)ccc2C)cc1OC,-8.7,105.0,-19.9,-5.7,-1.0,11.8,4.1,3.0,104.0
CCc1nc2ccccc2nc1N1CCN(S(=O)(=O)c2ccc(Cl)cc2)CC1,-4.6,95.0,5.3,-2.9,2.0,-10.7,-7.1,-1.0,103.0
O=C(N/N=C/C=C/c1ccccc1)C(O)c1ccccc1 (centres undefined),1.2,102.0,3.8,-2.5,-0.8,-2.8,.,0.0,102.0
CCNC(=O)CN(CCc1ccccc1)S(C)(=O)=O,2.1,99.0,-1.8,-7.2,-1.1,32.1,-18.8,-4.0,98.0
COc1ccccc1/C=N\N=C(\N)c1ccccn1,-6.3,100.0,-16.8,-4.0,1.6,0.9,-6.4,-2.0,98.0
O=C(Sc1cccc2cccnc12)c1ccccc1Br,-9.8,100.0,-13.0,-18.9,.,.,-89.3,3.0,97.0
Cc1cc(NC(=O)CSCCc2ccncc2)no1,0.1,98.0,5.5,-16.0,1.3,17.7,18.2,-3.0,104.0
OCC#Cc1ncc(C(F)(F)F)cc1Cl,1.0,100.0,6.4,-1.6,2.7,-0.9,-1.1,-3.0,104.0
Cc1cccc(OCC(=O)Nc2ccc(S(=O)(=O)N3CCCC3)cc2)c1,-2.6,.,-0.9,-25.6,9.0,-52.0,13.6,.,.
CC(C)(C)c1ccc2c(c1)C(=O)c1ccccc1C2=O,-4.6,132.0,10.5,3.4,-1.6,-77.9,-17.9,27.0,107.0
CCOC(=O)c1ccc(Nc2sc(C(=O)c3cccc([N+](=O)[O-])c3)c(N)c2C#N)cc1,-2.2,90.0,10.2,-1.2,-0.9,5.3,15.0,1.0,94.0
Cc1ccc2c(c1)c1c(n2CC2COC(C)(C)O2)C(=O)CCC1 (centres undefined),-2.9,99.0,-3.4,-6.9,-0.2,3.7,37.7,-3.0,99.0
Cc1ncc(CO)c(CNc2ccc(Oc3ccccc3)cc2)c1O,-11.4,109.0,-14.4,-5.8,-0.9,14.4,4.8,6.0,107.0
N=C1C(=O)OCC1c1ccccc1NC(=O)c1ccc(F)cc1 (centres undefined),-8.9,99.0,11.2,-4.7,0.1,-4.7,19.1,1.0,100.0
Fc1ccc(N/N=C2/CC(c3ccccc3)Oc3ccccc32)c(F)c1 (centres undefined),-0.2,96.0,14.8,-9.7,1.7,-5.2,19.5,-1.0,93.0
CN(C)c1ncc(C2=C(Cl)C(=O)C(N3CCCC3)=C(Cl)C2=O)s1,-4.6,89.0,29.6,-7.8,0.4,3.1,.,-6.0,87.0
COc1cc(NC(=O)CSCC(=O)Nc2cccc(C(F)(F)F)c2)c(Cl)cc1Cl,-5.6,89.0,-11.1,-1.0,0.1,-9.1,-9.7,-4.0,92.0
Cc1ccc(Cl)cc1N1CCN(C(=O)C(C)n2ncn3cccc3c2=O)CC1 (centres undefined),.,97.0,-11.7,-41.1,-2.3,6.8,1.3,-1.0,102.0
CN(C)/C=C(/C(=O)c1ccc(Cl)cc1)S(C)(=O)=O,11.1,65.0,-5.5,-1.5,0.8,-10.1,-15.1,-25.0,65.0
CC1SC(C)C(=O)N(CC(=O)NCc2ccc(F)cc2)C1=O (centres undefined),0.9,104.0,-2.9,0.1,0.9,-3.4,-4.5,12.0,105.0
Cc1cc(-c2ccccc2)nc2cc(C(=O)NCCCn3ccnc3)nn12,.,106.0,6.0,1.2,-1.4,-9.4,27.7,12.0,107.0
CC(C)c1ccc(C2C3=C(CC(C)(C)CC3=O)NC3=C2C(=O)c2ccccc23)cc1 (centres undefined),8.3,86.0,3.6,0.6,-1.0,-25.8,-32.7,-7.0,87.0
CCCCN(C(=O)CCn1c(=O)oc2ccccc21)c1ccccc1,-4.0,91.0,-8.1,-41.7,-0.6,-1.9,7.7,-6.0,96.0
COc1ccc(Cc2nnc(NC(=O)CSc3ccc(Cl)cc3)s2)cc1OC,-1.2,114.0,-6.0,-11.9,.,.,-3.6,5.0,94.0
